# AMPAR-TARP mod: modulates AMPAR-stargazin complexes | calls only at 30 µM | O88602+P19491 | 40,000 tested, 3.5% active | AID 1259245 | HEK293 GluA2+stargazin, membrane potential dye (FDSS), glutamate EC50; hits were called plate by plate, in both directions;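 active = any of four per-well response measures lying three or more SD from its plate-wide compound average, in either direction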
# Target sequence (O88602 whole entry, looked up): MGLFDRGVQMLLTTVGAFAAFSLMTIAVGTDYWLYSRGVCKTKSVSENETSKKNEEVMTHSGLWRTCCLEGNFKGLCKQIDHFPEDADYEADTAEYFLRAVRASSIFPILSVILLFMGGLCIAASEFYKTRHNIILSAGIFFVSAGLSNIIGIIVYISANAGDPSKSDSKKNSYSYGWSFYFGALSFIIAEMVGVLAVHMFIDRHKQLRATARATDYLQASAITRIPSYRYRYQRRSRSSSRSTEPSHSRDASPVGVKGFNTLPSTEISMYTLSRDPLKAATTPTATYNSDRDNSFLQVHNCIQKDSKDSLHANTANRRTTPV
# Target sequence (P19491 whole entry, looked up): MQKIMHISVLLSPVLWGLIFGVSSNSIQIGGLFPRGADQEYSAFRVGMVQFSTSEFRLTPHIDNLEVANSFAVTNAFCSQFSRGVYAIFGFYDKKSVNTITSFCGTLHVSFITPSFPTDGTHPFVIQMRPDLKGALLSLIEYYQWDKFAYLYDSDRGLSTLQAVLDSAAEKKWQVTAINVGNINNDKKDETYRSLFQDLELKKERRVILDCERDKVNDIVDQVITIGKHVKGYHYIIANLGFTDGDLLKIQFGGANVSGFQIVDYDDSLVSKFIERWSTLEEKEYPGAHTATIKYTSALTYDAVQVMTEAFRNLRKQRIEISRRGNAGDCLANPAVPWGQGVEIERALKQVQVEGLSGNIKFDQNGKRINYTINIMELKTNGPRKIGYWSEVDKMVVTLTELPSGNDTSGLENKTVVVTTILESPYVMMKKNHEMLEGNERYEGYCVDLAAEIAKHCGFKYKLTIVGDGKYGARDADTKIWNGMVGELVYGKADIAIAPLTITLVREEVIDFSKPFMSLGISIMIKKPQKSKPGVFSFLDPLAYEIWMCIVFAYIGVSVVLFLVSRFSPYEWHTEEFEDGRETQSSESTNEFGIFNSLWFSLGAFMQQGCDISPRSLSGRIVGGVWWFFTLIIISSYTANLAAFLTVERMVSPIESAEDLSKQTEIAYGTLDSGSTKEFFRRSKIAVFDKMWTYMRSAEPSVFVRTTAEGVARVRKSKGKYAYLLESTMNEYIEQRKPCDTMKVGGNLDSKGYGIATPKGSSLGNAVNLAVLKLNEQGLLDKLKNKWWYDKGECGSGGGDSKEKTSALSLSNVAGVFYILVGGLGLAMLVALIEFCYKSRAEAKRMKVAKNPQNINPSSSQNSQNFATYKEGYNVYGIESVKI
# AMPAR-TARP mod agonism max-min: also measured in AMPAR-TARP mod; calls as there; compound max-min signal; compound-alone response (agonism);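 unitless range of fluorescence divided by baseline over first 100 seconds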
# AMPAR-TARP mod glutamate slope: recorded beside AMPAR-TARP mod, whose call it bears; glutamate slope, % of max; measured here: glutamate response slope, % max;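 scaled per plate between vehicle wells and maximal 1 mM glutamate control wells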
# * marks the source's active call; other numbers are inactive results; i = inactive; + = active, no number. The list is partial. The share of hits here may be higher or lower than overall.
SMILES,AMPAR-TARP mod,AMPAR-TARP mod agonism max-min,AMPAR-TARP mod glutamate slope
CCCc1nc2ccccc2n1Cc1ccccc1OC,+,0.071*,81*
O=C(COc1ccc2ccccc2c1)NCC1COC2(CCCCC2)O1 (centres undefined),i,0.09,88
COc1ccc(C(=O)Nc2ccc3c(c2)N(C(=O)c2ccco2)CC3)c(OC)c1,i,0.08,54
Cc1nc(-c2cccc(NC(=O)Cn3nc(-c4ccc(F)cc4)ccc3=O)c2)cs1,i,0.11,61
CCOc1ccc(-c2cc(-c3nc(-c4cc(OC)c(OC)c(OC)c4)no3)[nH]n2)cc1,i,0.081,52
O=C(COc1ccc(Cl)cc1)NCC1COC2(CCCCC2)O1 (centres undefined),i,0.1,98
CC1(C)CS(=O)(=O)N(c2ccc(Cl)c(C(=O)NC3CCCC3)c2)C1=O,i,0.099,74
O=C(c1cccc(C(F)(F)F)c1)N1CCC(c2nnc(C3CC3)o2)CC1,i,0.1,65
Cc1cc(NC(=O)CCCn2nc(-c3ccc(F)cc3)ccc2=O)on1,i,0.071,48
O=C1N(Cc2cc(=O)n3ccccc3n2)c2ccccc2S(=O)(=O)N1c1cc(F)ccc1F,i,0.064,66
COc1ccc(NC(=O)c2cc3c(=O)n4ccccc4nc3n2Cc2ccccc2)cc1OC,i,0.11,68
COc1ccc(-c2ccc(=O)n(CC(N)=O)n2)cc1OC,i,0.045,50
COc1cccc(-c2cc(CC(=O)Nc3ccon3)no2)c1,i,0.11,42
Cc1ccc(-c2ccc(OCCNS(=O)(=O)c3ccccc3Cl)nn2)cc1,i,0.032,53
CCc1nc2sc(C(c3cccc(F)c3)N3CCN(Cc4ccccc4)CC3)c(O)n2n1 (centres undefined),i,0.075,3

# Ordered by value in AMPAR-TARP mod agonism max-min (largest number first): some entries from above
SMILES,AMPAR-TARP mod,AMPAR-TARP mod agonism max-min,AMPAR-TARP mod glutamate slope
COc1cccc(-c2cc(CC(=O)Nc3ccon3)no2)c1,i,0.11,42
O=C(c1cccc(C(F)(F)F)c1)N1CCC(c2nnc(C3CC3)o2)CC1,i,0.1,65
O=C(COc1ccc2ccccc2c1)NCC1COC2(CCCCC2)O1 (centres undefined),i,0.09,88
CCc1nc2sc(C(c3cccc(F)c3)N3CCN(Cc4ccccc4)CC3)c(O)n2n1 (centres undefined),i,0.075,3
CCCc1nc2ccccc2n1Cc1ccccc1OC,+,0.071*,81*
O=C1N(Cc2cc(=O)n3ccccc3n2)c2ccccc2S(=O)(=O)N1c1cc(F)ccc1F,i,0.064,66
Cc1ccc(-c2ccc(OCCNS(=O)(=O)c3ccccc3Cl)nn2)cc1,i,0.032,53

# Additional results follow:
SMILES,AMPAR-TARP mod,AMPAR-TARP mod agonism max-min,AMPAR-TARP mod glutamate slope
Cc1ccc(CNC(=O)Cc2csc(NC(=O)c3ccc[nH]c3=O)n2)cc1,i,0.061,32
O=C(NCc1cccs1)c1n[nH]nc1Nc1ccccc1,i,0.14,52
CCCCN(C)S(=O)(=O)c1ccc(C(=O)Nc2cc(C)ccc2C)cc1,i,0.097,47
COC(=O)c1sccc1S(=O)(=O)Nc1ccccc1C,i,0.089,59
Cc1ccc(-c2ccc(=O)n(CCNC(=O)Nc3ccc(F)c(Cl)c3)n2)cc1,i,0.11,44
COCCn1c(=NC(=O)c2ccn(C)n2)sc2cc(S(C)(=O)=O)ccc21,i,0.16,64
CCOc1ccc(NC(=O)c2ccc(N)cc2)cc1,i,0.11,89
CS(=O)(=O)N1CCC(CNC(=O)Nc2ccccc2Cl)CC1,i,0.071,57
COc1ccc(Br)cc1S(=O)(=O)N1CCN(c2c(C)cccc2C)CC1,i,0.061,39
CCOc1cc(C)ccc1S(=O)(=O)NCc1ccc2c(c1)OCO2,i,0.066,56
CCN1C(=O)NC2(CCN(S(=O)(=O)c3ccc(OC)c(C)c3C)CC2)C1=O,i,0.077,39
COc1ccc(C2NCCc3cc(O)c(O)cc32)c(OC)c1OC (centres undefined),i,0.08,38
COc1ccc(NC(=O)c2ccc(S(=O)(=O)N3CCCCCC3)cc2)c(OC)c1,i,0.062,52
Cc1cc(I)ccc1S(=O)(=O)N1CCN(C)CC1,i,0.077,70
O=C(CCCn1nc(-c2ccco2)ccc1=O)NCc1ccccc1,i,0.026,32
CCOC(=O)N1CCN(c2ncc(C(F)(F)F)cc2Cl)CC1,i,0.022,59
COc1ccc(CCS(=O)(=O)NCc2ccsc2)cc1,i,0.024,30
COC(=O)c1ccc(NC(=O)C(=O)NCC(c2cccn2C)N(C)C)cc1 (centres undefined),i,0.072,54
COc1ccc(CC(=O)NCCCn2nc(-c3ccc(C)cc3)ccc2=O)cc1OC,i,0.096,60
CCn1ccc2c(OCC(=O)NC3CCCC3)cccc2c1=O,i,0.049,63
CCOc1ccc(CC(=O)NCC(c2ccc(F)cc2)N2CCOCC2)cc1 (centres undefined),i,0.1,57
COc1ccccc1NC(=O)Cn1ccc2ccn(Cc3ccccc3)c2c1=O,i,0.099,59
O=C(Cc1ccccc1)Nc1nnc(-c2ccc(Br)s2)o1,i,0.062,38
Cc1cccc(NS(=O)(=O)c2c(C)cc(C)c(N(C)S(C)(=O)=O)c2C)c1,i,0.062,54
Cc1ccc(F)cc1NC(=O)CSc1nc2c(c(=O)[nH]1)CN(Cc1ccc(F)cc1)CC2,i,0.097,61
c1ccc(CNc2ncnc3c2oc2ccccc23)nc1,i,0.11,59
O=C(c1cccs1)N(Cc1ccccn1)Cc1ccco1,i,0.12,56
COc1cccc(CNC(=O)c2csc(NS(=O)(=O)c3cccs3)n2)c1,i,0.066,48
Cc1cc(C)c(S(=O)(=O)N2CCN(S(=O)(=O)N3CCCCC3)CC2)c(C)c1,i,0.095,55
O=C(NCc1n[nH]c(=O)c2ccccc12)c1ccno1,i,0.12,48

# Single values from the results shown.
# `COC(=O)c1sccc1S(=O)(=O)Nc1ccccc1C` | AMPAR-TARP mod glutamate slope = 59
# `O=C(Cc1ccccc1)Nc1nnc(-c2ccc(Br)s2)o1` | AMPAR-TARP mod agonism max-min = 0.062
# `O=C(COc1ccc(Cl)cc1)NCC1COC2(CCCCC2)O1` (centres undefined) | AMPAR-TARP mod glutamate slope = 98
# `CCOC(=O)N1CCN(c2ncc(C(F)(F)F)cc2Cl)CC1` | AMPAR-TARP mod agonism max-min = 0.022

# Next section:
SMILES,AMPAR-TARP mod,AMPAR-TARP mod agonism max-min,AMPAR-TARP mod glutamate slope
Cc1onc(-c2ccccc2Cl)c1C(=O)NCC(O)(c1ccccc1)C(F)(F)F (centres undefined),i,0.17,44
CSc1ccccc1C(=O)N1CCN(c2ncnc3c2nnn3-c2ccc(C)cc2)CC1,i,0.069,48
C=CCn1c(=O)c2c(nc3n2CCCN3c2cc(OC)ccc2OC)n(C)c1=O,i,0.069,56
CNc1nn(CC(=O)Nc2ccc(C(C)=O)cc2)c(N)c1-c1nc(-c2ccc(C)cc2)no1,i,0.17,52
COc1ccc(-c2noc(CSc3nc4ccsc4c(=O)n3C)n2)cc1,i,0.089,72
CC(C)C(=O)Nc1ccc(S(=O)(=O)Nc2ccc3c(c2)N(C(=O)C(C)(C)C)CC3)cc1,i,0.073,65
O=C(CSc1nc2c(c(=O)[nH]1)CN(Cc1ccccc1)CC2)Nc1ccc(F)c(F)c1,i,0.12,59
COc1ccc(C(=O)N2CCN(c3ccc(-c4ccc(Cl)cc4)nn3)CC2)c(OC)c1,i,0.12,53
Cc1cccc(N2CCN(C(=O)c3cccc(N4C(=O)C(C)CS4(=O)=O)c3)CC2)c1C (centres undefined),i,0.14,77
O=C(CCCS(=O)(=O)c1ccccc1)Nc1cccc(-c2nc3ccccc3o2)c1,i,0.081,75
Cc1ccc(C(=O)Nc2ccc3c(c2)CCCN3S(C)(=O)=O)cc1C,i,0.034,37
NC(CCCC(=O)O)C(=O)O (centres undefined),i,0.029,50
O=C(c1ccco1)N1CCC(c2ccsc2)CC1,i,0.1,71

# Pulled by compound from above (5):
SMILES,AMPAR-TARP mod,AMPAR-TARP mod agonism max-min,AMPAR-TARP mod glutamate slope
O=C(CSc1nc2c(c(=O)[nH]1)CN(Cc1ccccc1)CC2)Nc1ccc(F)c(F)c1,i,0.12,59
COc1ccc(-c2noc(CSc3nc4ccsc4c(=O)n3C)n2)cc1,i,0.089,72
COc1ccc(C(=O)N2CCN(c3ccc(-c4ccc(Cl)cc4)nn3)CC2)c(OC)c1,i,0.12,53
C=CCn1c(=O)c2c(nc3n2CCCN3c2cc(OC)ccc2OC)n(C)c1=O,i,0.069,56
NC(CCCC(=O)O)C(=O)O (centres undefined),i,0.029,50
